# mut p53 react: re-activators of the mutant p53 pathway | activation, % at 9.98 µM | SW480 PUMA-promoter luciferase, p53 mutant reactivation | hit rate 1.5% among 28,000 | AID 624151; in the data active = activation above about 52%
# STK33 inh: blocks human STK33 kinase activity. inhibition, % at 12.5 µM. ADP-Glo luminescence, MBP substrate. AID 2322. Q9BYT3. hit rate 0.44% among 27,000; in the data active = inhibition above about 20%
# Target sequence (Q9BYT3 whole entry, looked up): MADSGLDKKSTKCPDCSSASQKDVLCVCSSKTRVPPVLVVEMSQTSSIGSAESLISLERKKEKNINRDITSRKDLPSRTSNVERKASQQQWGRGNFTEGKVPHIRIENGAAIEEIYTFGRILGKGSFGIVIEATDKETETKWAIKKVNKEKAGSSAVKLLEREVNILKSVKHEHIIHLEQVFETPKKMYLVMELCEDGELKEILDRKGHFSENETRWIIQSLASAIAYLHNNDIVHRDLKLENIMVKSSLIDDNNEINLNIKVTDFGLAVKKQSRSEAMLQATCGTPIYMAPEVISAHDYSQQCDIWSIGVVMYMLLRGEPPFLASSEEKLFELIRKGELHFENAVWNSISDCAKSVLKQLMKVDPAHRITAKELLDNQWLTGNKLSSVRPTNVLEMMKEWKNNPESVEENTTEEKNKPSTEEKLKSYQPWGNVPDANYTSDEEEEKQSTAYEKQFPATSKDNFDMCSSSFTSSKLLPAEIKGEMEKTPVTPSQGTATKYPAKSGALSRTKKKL
# Starred values were filed as active, the others as inactive; · = not tested or not shown.
# The line under a structure holds: mut p53 react	STK33 inh
C[C@@H]1CN([C@@H](C)CO)S(=O)(=O)c2ccc(C#Cc3ccccc3F)cc2O[C@@H]1CN(C)C(=O)Cc1ccccc1
  -38	·
O=C(NCCN1CCNCC1)c1ccccn1
  -14	-2
C[C@@H]1CCCCO[C@@H](CN(C)S(=O)(=O)c2ccc(Cl)cc2)[C@H](C)CN([C@@H](C)CO)C(=O)c2cc(NC(=O)CCC(F)(F)F)ccc2O1
  -15	·
COc1cc(O)c(OC)c2c1C(=O)CC(c1ccccc1)O2 (configuration not stated)
  0	1
C[C@@H]1CN([C@@H](C)CO)C(=O)c2cc(NC(=O)C3CCCCC3)ccc2O[C@@H]1CN(C)C(=O)Nc1ccc(C(F)(F)F)cc1
  ·	1
C[C@H]1CN([C@@H](C)CO)C(=O)Cc2cc(NC(=O)NC3CCCCC3)ccc2O[C@H]1CN(C)S(=O)(=O)c1ccccc1
  0	-1
C[C@H](CO)N1C[C@H](C)[C@H](CN(C)C(=O)c2cc(-c3ccccc3)on2)OCc2cn(nn2)CCCC1=O
  1	-5
C[C@@H]1CN([C@@H](C)CO)C(=O)c2cc(NC(=O)Nc3ccccc3)ccc2O[C@@H]1CN(C)C(=O)Nc1ccc2c(c1)OCO2
  ·	2
COc1ccc(NC(=O)Nc2ccc3c(c2)C(=O)N([C@H](C)CO)C[C@H](C)[C@H](CN(C)C(=O)Nc2ccc(OC)cc2)OCCCC[C@@H](C)O3)cc1
  ·	-1
CCc1ccc(NC(=O)CN(C)S(=O)(=O)c2ccc3ccccc3c2)cc1
  9	6
CC(C)C#Cc1ccc2c(c1)O[C@H](CN(C)Cc1ccncc1)[C@H](C)CN([C@H](C)CO)S2(=O)=O
  -10	·
Cc1noc(C)c1NC(=O)Nc1cccc2c1O[C@@H](CN(C)C(=O)NC1CCCCC1)[C@@H](C)CN([C@H](C)CO)C2=O
  3	·
C=CCNC(=O)[C@@H]1[C@H]2C(=O)O[C@H](c3ccccc3)[C@H](c3ccccc3)N2[C@H](c2ccccc2OCCO)[C@@]12C(=O)Nc1ccccc12
  ·	11
C[C@@H]1CN([C@@H](C)CO)C(=O)c2cc(NC(=O)CCC(F)(F)F)ccc2O[C@@H]1CN(C)C(=O)Nc1cccc2ccccc12
  ·	1
NC(=O)[C@@H]1[C@H]2C(=O)O[C@H](c3ccccc3)[C@H](c3ccccc3)N2[C@H](c2ccc(O)cc2)[C@@]12C(=O)Nc1ccc(C#CCCO)cc12
  ·	4
C[C@H]1CN([C@@H](C)CO)C(=O)c2cc(NS(=O)(=O)c3ccccc3)ccc2O[C@H]1CN(C)Cc1ccc(-c2ccccc2)cc1
  ·	2
C[C@@H]1CN([C@H](C)CO)C(=O)Cc2cc(NC(=O)c3ccncc3)ccc2O[C@H]1CN(C)C(=O)Nc1cccc2ccccc12
  ·	1
C[C@H]1CN([C@@H](C)CO)C(=O)c2cccc(NC(=O)Nc3ccc(C(F)(F)F)cc3)c2O[C@@H]1CN(C)C(=O)NC1CCCCC1
  -20	·
COc1ccc(CN(C)C[C@H]2Oc3ccc(NC(=O)Nc4c(C)noc4C)cc3CC(=O)N([C@@H](C)CO)C[C@H]2C)cc1
  4	-1
O=C(CSc1nnc(-c2ccco2)o1)c1ccc(Oc2ccccc2)cc1
  8	1

# Continued, starting with the last five of the part before.
# The line under a structure holds: mut p53 react	STK33 inh
C[C@H]1CN([C@@H](C)CO)C(=O)c2cc(NS(=O)(=O)c3ccccc3)ccc2O[C@H]1CN(C)Cc1ccc(-c2ccccc2)cc1
  ·	2
C[C@@H]1CN([C@H](C)CO)C(=O)Cc2cc(NC(=O)c3ccncc3)ccc2O[C@H]1CN(C)C(=O)Nc1cccc2ccccc12
  ·	1
C[C@H]1CN([C@@H](C)CO)C(=O)c2cccc(NC(=O)Nc3ccc(C(F)(F)F)cc3)c2O[C@@H]1CN(C)C(=O)NC1CCCCC1
  -20	·
COc1ccc(CN(C)C[C@H]2Oc3ccc(NC(=O)Nc4c(C)noc4C)cc3CC(=O)N([C@@H](C)CO)C[C@H]2C)cc1
  4	-1
O=C(CSc1nnc(-c2ccco2)o1)c1ccc(Oc2ccccc2)cc1
  8	1
Cc1ccc(-c2nc3ncccc3o2)cc1NC(=O)C(C)Oc1ccc(Cl)cc1Cl (configuration not stated)
  22	-1
C[C@@H]1CN([C@H](C)CO)C(=O)CCCn2cc(nn2)CO[C@H]1CN(C)S(=O)(=O)c1ccc(F)cc1
  ·	-2
C[C@@H]1O[C@@H](O[C@H]2[C@H](O)[C@@H](O[C@@H]3O[C@H](CO)[C@@H](O)[C@H](O[C@@H]4O[C@H](CO)[C@@H](O)[C@H](O)[C@H]4O)[C@H]3O)[C@H](O[C@H]3CC[C@@]4(C)C(=CC[C@@H]5C4CC[C@@]4(C)C5C[C@@H]5O[C@]6(CC[C@@](C)(CO[C@@H]7O[C@H](CO)[C@@H](O)[C@H](O)[C@H]7O)O6)[C@@H](C)[C@@H]54)C3)O[C@@H]2CO)[C@H](O)[C@H](O)[C@H]1O (some centres not stated)
  ·	-5
CCCN(C)C[C@H]1OCc2ccccc2-c2ccccc2C(=O)N([C@@H](C)CO)C[C@H]1C
  18	·
C[C@H]1CN([C@@H](C)CO)C(=O)Cc2cc(NC(=O)Cc3ccccc3)ccc2O[C@@H]1CN(C)S(=O)(=O)c1ccc(Cl)cc1
  ·	0
O=C(C[C@H]1C[C@@H]2c3cc(NC(=O)C4CCOCC4)ccc3O[C@@H]2[C@@H](CO)O1)NC1CCCCC1
  9	·
Cc1noc(C)c1S(=O)(=O)Nc1cccc2c1O[C@H](CN(C)C(=O)NC1CCCCC1)[C@H](C)CN([C@H](C)CO)C2=O
  5	·
C[C@@H]1CN([C@H](C)CO)C(=O)c2cc(C#C[C@@H](C)O)cnc2O[C@H]1CN(C)Cc1cccc(C(=O)O)c1
  3	·
C=C(C(=O)O)C1CCC(CCC)OC1=O (configuration not stated)
  2	1
COc1ccc(S(=O)(=O)Nc2ccc3c(c2)C(=O)N([C@H](C)CO)C[C@H](C)[C@H](CN(C)Cc2ccc(Cl)c(Cl)c2)OCCCC[C@@H](C)O3)cc1
  ·	4
COC(=O)CN(c1ccc(C)c(C)c1)S(=O)(=O)c1ccccc1
  3	-2
C[C@H]1CN([C@@H](C)CO)C(=O)c2cc(NS(=O)(=O)c3cccs3)ccc2O[C@H]1CN(C)S(=O)(=O)c1ccc(Cl)cc1
  ·	1
C[C@@H]1CCCCO[C@@H](CN(C)CC2CC2)[C@@H](C)CN([C@H](C)CO)C(=O)c2cc(NC(=O)C3CCCCC3)ccc2O1
  6	1
Cc1ccc(S(=O)(=O)Nc2ccc3c(c2)CC(=O)N([C@H](C)CO)C[C@H](C)[C@H](CN(C)S(=O)(=O)c2ccc(F)cc2)O3)cc1
  ·	-4
C[C@@H]1CN([C@@H](C)CO)C(=O)c2cccc(NC(=O)c3ccncc3)c2O[C@H]1CN(C)S(=O)(=O)c1ccc(F)cc1
  -4	·
C[C@H](CO)N1C[C@H](C)[C@H](CN(C)S(=O)(=O)c2ccccc2)Oc2ccc(NC(=O)Cn3cnnn3)cc2C1=O
  ·	1
Cc1ccc(NC(=O)CN(c2cc(Cl)c(Cl)cc2Cl)S(C)(=O)=O)cc1
  1	2
C[C@@H]1CCCCO[C@H](CN(C)C)[C@H](C)CN([C@H](C)CO)C(=O)c2cc(NS(=O)(=O)c3cn(C)cn3)ccc2O1
  9	·
CN(Cc1nc(-c2cccc([N+](=O)[O-])c2)no1)S(=O)(=O)c1ccccc1
  20	0
C[C@@H]1CCCCO[C@@H](CN(C)C(=O)Nc2ccc3c(c2)OCO3)[C@@H](C)CN([C@H](C)CO)C(=O)c2cc(NS(=O)(=O)c3ccc(F)cc3)ccc2O1
  ·	2
CC(NS(=O)(=O)c1ccc(Cl)cc1)C(=O)Nc1cccc([N+](=O)[O-])c1 (configuration not stated)
  8	-2
C[C@H](CO)N1C[C@H](C)[C@H](CN(C)S(=O)(=O)c2ccc(F)cc2)Oc2ccc(NC(=O)Nc3ccc4c(c3)OCO4)cc2CC1=O
  ·	4
COc1ccc(NC(=O)CCN2C(=O)c3ccccc3S2(=O)=O)cc1
  1	-8
CCOC(=O)c1sc(NC(=O)C(C)(C)Oc2ccc(Cl)cc2)c(C#N)c1C
  -31	0
CC(=O)Nc1ccc(S(=O)(=O)Nc2c(C)nn(-c3ccccc3)c2C)cc1
  -31	-10
Cc1cc(I)cnc1NC(=O)COc1ccc([N+](=O)[O-])cc1
  6	-1
C[C@H](CO)N1C[C@H](C)[C@H](CN(C)S(=O)(=O)c2cn(C)cn2)Oc2ccc(NC(=O)CCC(F)(F)F)cc2CC1=O
  ·	-1
C[C@H]1CN([C@@H](C)CO)C(=O)Cc2cc(NS(=O)(=O)c3ccccc3)ccc2O[C@H]1CN(C)Cc1ccc2c(c1)OCO2
  9	0
O=C(O)C1C2C=CC(C2)C1C(=O)Nc1ccc(C(=O)N2CCCCC2)cc1 (configuration not stated)
  -4	-1
NC(=O)[C@H]1[C@@H]2C(=O)O[C@@H](c3ccccc3)[C@@H](c3ccccc3)N2[C@@H](c2ccc(O)cc2)[C@]12C(=O)Nc1ccc(C#CC3=CCCCC3)cc12
  ·	6
CC1CC(=O)c2c(ccc3c2C(=O)c2cccc(O)c2C3O)C1 (configuration not stated)
  -56	3
C[C@@H]1CN([C@H](C)CO)C(=O)c2cccc(NC(=O)c3ccc(-c4nccs4)cc3)c2O[C@@H]1CN(C)Cc1ccc(C(F)(F)F)cc1
  -3	·
C[C@H](CO)N1C[C@H](C)[C@H](CN(C)Cc2ccc(C(=O)O)cc2)Oc2ccc(NC(=O)Nc3cccc4ccccc34)cc2CC1=O
  16	1
COc1ccc(S(=O)(=O)N(C)C[C@H]2Oc3c(NS(=O)(=O)c4cn(C)cn4)cccc3C(=O)N([C@@H](C)CO)C[C@H]2C)cc1
  0	0
Cc1ccc2nc(Nc3nc(CSc4nnc(C)s4)cc(=O)[nH]3)nc(C)c2c1
  54*	0
CCOC(=O)c1c(NC(=O)CSc2ccccn2)sc(C)c1C
  -3	0
COc1cc(C(=O)NC2(C(F)(F)F)C(=O)N(Cc3ccco3)C3=C2C(=O)CC(C)(C)C3)cc(OC)c1OC (configuration not stated)
  -17	-3
C[C@@H]1CN([C@@H](C)CO)C(=O)c2cccc(NC(=O)Nc3ccccc3)c2O[C@H]1CN(C)C(=O)Nc1cccc2ccccc12
  -1	·
COc1ccc(NC(=O)C(C)N(c2ccc(C)cc2)S(C)(=O)=O)cc1 (configuration not stated)
  -3	-4
CC(C)C#Cc1cnc2c(c1)C(=O)N([C@@H](C)CO)C[C@H](C)[C@@H](CN(C)C(=O)CCN1CCCCC1)O2
  6	·

# In the list so far, three contain an aryl thioether with sulfur outside any ring.
# The line under a structure holds: mut p53 react	STK33 inh
O=C(CSc1nnc(-c2ccco2)o1)c1ccc(Oc2ccccc2)cc1
  8	1
Cc1ccc2nc(Nc3nc(CSc4nnc(C)s4)cc(=O)[nH]3)nc(C)c2c1
  54*	0
CCOC(=O)c1c(NC(=O)CSc2ccccn2)sc(C)c1C
  -3	0

# (more compounds)
# The line under a structure holds: mut p53 react	STK33 inh
COc1cccc(C#Cc2ccc3c(c2)O[C@H](CN(C)C(C)=O)[C@H](C)CN([C@@H](C)CO)S3(=O)=O)c1
  -13	·
Cc1c(C(N)=O)sc2ncn(CC(=O)Nc3cc(Cl)ccc3Cl)c(=O)c12
  5	-3
C[C@@H]1CN([C@@H](C)CO)C(=O)c2cc(NC(=O)CCC(F)(F)F)ccc2O[C@@H](C)CCCCO[C@H]1CN(C)C(=O)c1ccncc1
  5	·
Cc1noc(C)c1S(=O)(=O)N(C)C[C@@H]1OCCCC[C@@H](C)Oc2ccc(NC(=O)CCCN(C)C)cc2C(=O)N([C@H](C)CO)C[C@H]1C
  -4	·
CC1CCC2C(C)(C)[C@@H](O)CC[C@]2(C)C12Cc1c(O)cc3c(c1O2)CN(C(CCC(=O)O)C(=O)O)C3=O (some centres not stated)
  -7	-5
O=C1O[C@H](c2ccccc2)[C@H](c2ccccc2)N2[C@H]1[C@@H](C(=O)N1CCN(c3ncccn3)CC1)[C@]1(C(=O)Nc3ccc(C#CC4=CCCCC4)cc31)[C@H]2c1ccc(OCCO)cc1
  ·	13
Cc1noc(C)c1NC(=O)Nc1ccc2c(c1)C(=O)N([C@H](C)CO)C[C@H](C)[C@H](CN(C)S(=O)(=O)c1ccc(F)cc1)OCCCC[C@@H](C)O2
  ·	-2
CS(=O)(=O)N(CC(=O)NC1CCCC1)c1cccc(F)c1
  -14	2
O=C1Oc2cc(O)cc(O)c2[C@@H](c2ccc(O)cc2)[C@H]1[C@H]1C(=O)Oc2cc(O)cc(O)c2[C@H]1c1ccc(O)cc1
  -1	28*
C[C@H]1CN([C@@H](C)CO)C(=O)c2cccc(NS(C)(=O)=O)c2O[C@H]1CN(C)C(=O)NC1CCCCC1
  4	·
C[C@@H]1CCCCO[C@H](CN(C)Cc2ccccc2)[C@H](C)CN([C@@H](C)CO)C(=O)c2cc(N(C)C)ccc2O1
  -1	·
Cc1ccc(S(=O)(=O)N(C)C[C@@H]2OCCCC[C@@H](C)Oc3ccc(NS(=O)(=O)c4c(C)noc4C)cc3C(=O)N([C@H](C)CO)C[C@@H]2C)cc1
  ·	1
COc1cccc(OCC(=O)Nc2ccc(-c3nc4ccccc4[nH]3)cc2)c1
  5	-2
CS(=O)(=O)N(CC(=O)NC1CCCC1)c1ccc(F)c(Cl)c1
  -18	1
COc1ccc(Nc2nc(N)nc(COc3ccc(OC)cc3)n2)cc1
  13	7
Cc1noc(C)c1S(=O)(=O)Nc1ccc2c(c1)CC(=O)N([C@@H](C)CO)C[C@H](C)[C@H](CN(C)C(=O)NC(C)C)O2
  1	-1

# Compound activity from PubChem BioAssay.

# These rows are one share of the data, so the mix of outcomes need not match the whole.
